# HEK293 NOD2/NF-kB – NOD2 signaling inhibitors, cell-based, luminescence, uHTS, HEK293 (AID 1566) | 290,000 compounds, 0.63% hits | HEK293 NOD2/NF-kB luciferase reporter, luminescence; higher % means a stronger effect | inhibition, % at 4 µM; hits with a dose series show EC50 in µM; note: many of its hits are not listed in these tables
# Myeloid diff MLP – promotes myeloid progenitor differentiation; ER-HoxA9 myeloid progenitors, lysozyme-GFP differentiation, flow cytometry; calls only at 10 µM; 360,000 compounds, 1% hits;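 active = normalized GFP-positive differentiation at or above the plate's own cutoff, the solvent-only control mean plus 3 SD; inconclusive = no clear call, values can overlap the other calls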;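 note: cells exposed to compound for four days before flow analysis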
# GPR35 arrestin U2OS – GPR35 antagonists blocking zaprinast-driven arrestin recruitment, primary screen, imaging, U2OS, beta-arrestin-GFP, zaprinast agonist (AID 2058) | U2OS GPR35 beta-arrestin-GFP translocation imaging, zaprinast antagonism; higher % means a stronger effect | one-dose inhibition, % at 10 µM; IC50 in µM for titrated hits | 290,000 compounds, 0.052% hits;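 active = inhibition of at least 50% with at least 30 cells and total cytoplasm GFP at most 10,000,000; inconclusive = under 30 cells or total GFP of 10,000,000 plus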
# KOR beta-arrestin-1 – KOR antagonists, beta-arrestin recruitment, cell-based, luminescence, uHTS (AID 1778). KOR beta-arrestin recruitment, luminescence, antagonist mode; higher % means a stronger effect. inhibition, % at 10 µM; hits with a dose series show IC50 in µM. 290,000 compounds, 0.091% hits; note: strong numbers were not always called active
# GPR55 activation – selective activators of receptor GPR55 – imaging, U2OS cells, beta-arrestin-GFP redistribution, primary screen (AID 1961) | U2OS GPR55 beta-arrestin-GFP redistribution imaging; higher % means a stronger effect | activation, % at 10 µM, or EC50 in µM where a hit was titrated | 290,000 compounds, 0.048% hits;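 active = activation above 40% with more than 50 cells counted in the well; inconclusive = wells holding fewer than 50 cells, flagged as toxic or sparse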;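 note: U2OS osteosarcoma cells stably expressing GPR55 and beta-arrestin-GFP; plate controls were DMSO negative control for no effect and LPI positive control for full effect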
# KOR beta-arrestin-2 – KOR agonists, beta-arrestin recruitment, primary screen, cell-based, luminescence, uHTS (AID 1777); KOR beta-arrestin recruitment, luminescence; higher % means a stronger effect; activation, % at 10 µM; hits with a dose series show EC50 in µM; 280,000 compounds, 0.02% hits; in the data active = activation above about 50%, passing the limit was not always enough; note: a part of the inactive calls stands beside numbers as strong as those of hits
# HIV fusion peptide – cell-free HIV fusion peptide-binding blockers – biochemical, uHTS, fluorescence dequenching, primary screen (AID 1986). 290,000 compounds, 0.3% hits. cell-free peptide binding, fluorescence dequenching, 30 min; higher % means a stronger effect. inhibition, % at 20 µM; hits with a dose series show IC50 in µM; in the data active = inhibition mostly above about 52%, no sharp cut-off; inactive = mostly below about 76%; note: some results filed as inactive read as strong as hits
# GPR55 LPI antagonism – GPR55 antagonists blocking LPI-driven arrestin recruitment, primary screen, imaging, U2OS, beta-arrestin-GFP, LPI agonist (AID 2013); inhibition, % at 10 µM, or IC50 in µM where a hit was titrated; U2OS GPR55 beta-arrestin-GFP translocation imaging, LPI antagonism; higher % means a stronger effect; 290,000 compounds, 0.13% hits;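 active = spots per cell inhibited over 60%, with over 100 cells counted and total cytoplasm intensity under 500,000; inconclusive = wells with under 100 cells, flagged as likely toxic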;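 note: U2OS cells stably carrying GPR55 and arrestin-GFP stimulated by 5 µM LPI near EC80; imaged beta-arrestin-GFP aggregate spots per cell after agonist stimulation; plate controls were LPI-stimulated DMSO wells for no effect and DMSO wells without LPI for full effect; some results filed as inactive read as strong as hits; confirmed hits need IC50 under 10 µM and bright autofluorescent wells are also inconclusive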
# NOD1 NF-kB reporter – NOD1 signaling inhibitors, primary screen, cell-based, luminescence, uHTS (AID 1578); 290,000 compounds, 1% hits; one-dose inhibition, % at 4 µM; EC50 in µM for titrated hits; NOD1-driven NF-kB luciferase reporter cells, luminescence; higher % means a stronger effect; in the data active = inhibition mostly above about 36%, no sharp cut-off; inactive = mostly below about 34%;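 note: HEK-293T reporter cells stimulated with the NOD1 agonist gamma-tri-DAP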
# Myeloid diff MLP GFP+ MAC1+ % – recorded beside Myeloid diff MLP, whose call it bears; GFP+ MAC1+ double positive, %; measured here: differentiation confirmed by MAC1 staining
# The depositor's hits bear a star; i = inactive; u = inconclusive; x = no result given; & = joins results of further samples; [ ] = dose if it differs, or a comment. Cut-off read from the data, not from the text of the source, unless noted: active = inhibition above about 50%; inactive = the rest.
smiles	GPR55 activation	GPR55 LPI antagonism	KOR beta-arrestin-2	HIV fusion peptide	HEK293 NOD2/NF-kB	Myeloid diff MLP GFP+ MAC1+ %	NOD1 NF-kB reporter	KOR beta-arrestin-1	Myeloid diff MLP	GPR35 arrestin U2OS
COc1cc2[nH]c(=S)nc(Nc3ccc(NC(C)=O)cc3)c2cc1OC	-0.5%	13%	0.6%	-2.5%	16%	0.5	-28%	-12%	i	-4%
CCNc1nc(NCC)n2c(SCC(=O)c3ccc(C(C)C)cc3)nnc2n1	-0.2%	-4%	-0.4%	2.4%	11%	0.4	-2%	5%	i	-6%
CC(=O)Oc1ccc2oc(C)c(C(=O)N3CCOCC3)c2c1	-0.1%	5%	0.2%	0.8%	13%	1.5	-5%	-11%	i	21%
CSc1ccc(OC2CCCCC2NS(=O)(=O)c2ccc(Cl)cc2)cc1 (stereo unspecified)	0.1%	11%	-0.9%	-1.6%	9%	0.6	8%	21%	i	11%
COC(=O)c1ccc(C2C(C(=O)c3cc4ccccc4o3)=C(O)C(=O)N2CCCN(C)C)cc1 (stereo unspecified)	0.0%	-4%	-2.5%	0.5%	-2%	0.6	7%	10%	i	5%
CCOC(=O)c1c(NC(=O)c2ccc(C)cc2)sc2c1CC(C)(C)OC2	-0.1%	3%	5.7%	1.5%	18%	0.4	-9%	-3%	i	19%
O=C(CSc1nnc(NC(=O)C2CC(=O)N(c3ccc(F)cc3)C2)s1)NC1CCCC1 (stereo unspecified)	0.5%	8%	-1.3%	13%	-12%	2.8	-29%	36%	i	-13%
CN(C)CCCNc1oc(/C=C/c2ccccc2)nc1C#N	-0.3%	-5%	5.4%	-1.7%	2%	0.4	-9%	8%	i	-8%
Cc1ccc(-c2n[nH]c(=O)c3ccccc23)cc1S(=O)(=O)NCCN1CCOCC1	0.2%	-10%	-9.7%	0.1%	14%	2.2	2%	-7%	i	13%
COc1ccc2[nH]c(=O)c(CN(C)C(=O)c3cccs3)cc2c1	-0.1%	-4%	1.0%	-1.2%	5%	0.2	-7%	24%	i	10%
COc1ccc(NC(=O)/C=C/c2ccc(F)cc2)cn1	0.6%	-3%	4.0%	-0.9%	-50%	0.5	-67%	-22%	i	-10%
CC1(O)N(CCC(=O)Nc2cccc(F)c2)C(=O)OC12CCCCC2 (stereo unspecified)	0.4%	6%	-1.2%	-0.7%	7%	1.2	-4%	-1%	i	-10%
CCCCn1c(=O)c(C(=O)c2ccccc2)nc2ccccc21	-0.1%	-4%	4.6%	-1.1%	7%	1.1	-6%	-27%	i	6%
CCOc1c(C)cnc2c1c(=O)n(Cc1ccc(Cl)cc1)c(=O)n2C	-0.1%	-11%	0.1%	1.2%	18%	0.6	10%	-32%	i	3%
O=C(COC(=O)c1cncc(Br)c1)NCc1ccccc1	-1.1%	-4%	-0.5%	0.7%	18%	0.6	-2%	10%	i	8%
C=C(C)C(=O)Nc1cccc(C2=NOC3(C2)C[C@@H](C(N)=O)N(C(=O)/C(C)=C/C)C3)c1 (stereo partly specified)	0.4%	0%	6.2%	30%	-9%	2.4	-10%	-10%	i	2%
O=C(c1ccc(S(=O)(=O)N2CCCC2)cc1)N1CCN(S(=O)(=O)c2cccc(F)c2)CC1	-0.1%	-3%	-0.1%	1.3%	-2%	x	-10%	7%	x	7%
FC(F)(F)c1cccc(Cn2nnnc2-c2ccc(Cl)cc2)c1	-0.2%	-13%	6.4%	-0.3%	-15%	7.1	-24%	-3%	i	-2%
Cc1cc(C(=O)OCC(=O)N(C)c2ccccc2)ccc1[N+](=O)[O-]	1.1%	-5%	-1.0%	1.0%	10%	0.3	-29%	5%	i	-2%
C=CCn1c(C)nnc1SCC(=O)Nc1nc(C)c(C(=O)N(C)C)s1	-0.1%	17%	0.7%	-0.2%	5%	1.8	-4%	12%	i	2%
CC(C)CN1CCN(Cc2cc3ccccc3[nH]2)CC1CCO (stereo unspecified)	-0.1%	8%	0.1%	4.7%	-1%	0.8	-4%	16%	i	-1%
CC(C)c1ccccc1NC(=O)CCc1nc2ccccc2s1	-0.1%	-1%	3.5%	5.8%	3%	0.9	-21%	-8%	i	12%
CCOc1ccccc1CN1CCN(Cc2cc3ccccc3[nH]2)CC1CCO (stereo unspecified)	0.3%	4%	x	3.9%	13%	0.0	-25%	15%[20 µM]	i	12%
O=C(O)c1cccc(-n2cccc2/C=C2/NC(=O)N(Cc3ccccc3F)C2=O)c1	0.9%	-16%	9.0%	36%	0%	0.1	-50%	-38%	i	4%
COc1ccc(OC)c(-n2c(-c3ccn[nH]3)n[nH]c2=S)c1	-0.3%	6%	4.0%	0.8%	16%	1.1	-5%	-6%	i	-9%
CC(Sc1ccccc1)C(=O)Nc1ccc(S(=O)(=O)N2CCOCC2)cc1 (stereo unspecified)	-0.1%	4%	-8.0%	3.1%	3%	1.8	-30%	30%	i	-2%
CC(C)n1cc(/C=N/NC(=O)COc2cccc3cccnc23)c2ccccc21	-0.2%	0%	21%	-2.5%	-17%	1.5	-26%	-17%	i	-2%
O=C1C(=O)N(c2nccs2)C(c2ccccc2)/C1=C(\O)c1ccc2c(c1)OCCO2 (stereo unspecified)	0.7%	4%	18%	2.2%	5.5µM*	x	11µM*	-1%	u	-10%
CCOC(=O)CSc1nn(-c2ccccc2)c(=S)s1	0.1%	-3%	2.0%	0.2%	8%	0.1	-21%	-47%	i	4%
C/C(=N\NC(=O)c1ccc(C)cc1C)c1ccc2c(c1)Nc1ccccc1S2	1.0%	13%	-1.6%	3.4%	8%	1.0	-44%	-26%	i	13%
CN(C)CCCNC(=O)/C(=C\C=C\c1ccccc1)NC(=O)c1ccc([N+](=O)[O-])cc1	0.4%	11%	-2.3%	0.8%	13%	0.8	-6%	-4%	i	-7%
CCOC(=O)Cn1nc(C)c(NC(=O)COc2cccc(Cl)c2)c1C	0.3%	5%	-0.2%	1.9%	18%	0.0	-21%	-18%	i	13%
CCN1C(=O)/C(=C\N2CCN(c3ccc(F)cc3)CC2)SC1=S	-0.1%	-10%	-0.7%	1.3%	8%	0.6	-13%	3%	i	-4%
Cc1cccc(OS(=O)(=O)NC(=O)OCC2CCCN3CCCCC23)c1 (stereo unspecified)	-0.1%	8%	-5.6%	-1.3%	6%	0.1	-23%	35%	i	-7%
COCc1cc(Sc2cccc(Cl)c2Cl)nc(-c2ccccc2)n1	-0.2%	8%	-2.8%	0.0%	4%	0.4	-6%	10%	i	-9%
COc1ccc(C(=O)NCCN2CCOCC2)cc1OC	-0.4%	-4%	-0.9%	1.0%	4%	0.9	-26%	-26%	i	-7%
COc1ccc(Nc2ncnc3c2cnn3Cc2ccc(C)cc2)cc1	-0.1%	15%	-3.4%	-0.1%	12%	1.3	10%	-15%	i	-7%
N#Cc1nnn(-c2ccc(Cl)cc2)c1N	-0.1%&-0.1%	0%&-3%	-2.4%	0.0%&1.0%	6%&4%	0.2	-4%&-27%	-2%	i	1%&0%
O=C(Nc1ccccc1)c1ccc(S(=O)(=O)NCC2CCCO2)cc1 (stereo unspecified)	-0.2%	-1%	-7.7%	3.3%	19%	1.0	10%	-8%	i	0%
O=C(CSc1nnc(-c2ccccc2)o1)n1c2c(c3ccccc31)CCCC2	0.0%	3%	-2.7%	1.9%	-6%	x	x	23%	x	-7%
Cc1cccc2sc(NS(C)(=O)=O)nc12	-0.1%	2%	x	-2.7%	-5%	0.4	21%	-55%[20 µM]	i	11%
O=C(Nc1nccs1)c1cc2sccc2n1Cc1ccc(F)cc1	-0.2%	-2%	-2.2%	-2.0%	-3%	0.8	-85%	-52%	i	3%
CCc1nnc(NC(=O)CSc2nc3ccccc3s2)s1	-0.2%	3%	-3.2%	0.1%	24%	0.5	-12%	34%	i	0%
COC(=O)c1ccc(COc2ncnc3ccccc23)o1	-0.1%	-10%	-4.1%	2.9%	-5%	3.8	-14%	-44%	i	-3%
Cn1cc(CN2CCN(c3ncccn3)CC2)c(-c2cccc(Cl)c2)n1	-0.1%	4%	-3.5%	-0.4%	31%	1.5	-16%	-9%[20 µM]	i	-2%
Cc1cccc(-n2c(N)cc(=O)nc2SCC(=O)Nc2cc(C)on2)c1	-1.0%	9%	3.3%	-1.0%	1%	1.0	-3%	-1%	i	16%
O=C1c2ccccc2C(=O)N1CCCc1nc2ccccc2c(=O)n1Cc1ccco1	0.1%	14%	-3.6%	2.5%	24%	1.7	10%	-9%	i	12%
Cc1cc(-c2csc(NC(=O)c3ccc(S(=O)(=O)N(C)C)cc3)n2)c(C)n1-c1ccccc1	0.3%	-12%	3.3%	31%	14%	0.6	-9%	15%	i	-2%
C=CCN=c1sc(C(=O)OC)cc(=O)n1CC=C	-0.1%	11%	1.0%	-2.0%	15%	3.7	x	-4%	i	9%
CC(=O)N1c2ccc(S(=O)(=O)N3CCC(C(=O)N4CCN(c5cccc(C(F)(F)F)c5)CC4)CC3)cc2CC1C (stereo unspecified)	0.7%	-2%	-0.8%	-2.7%	36%	x	3%	11%	u	-2%
O=C(Cn1nnc(-c2ccc(F)cc2)n1)N1CCCCC1	0.5%	6%	-3.9%	0.3%	24%	0.4	-9%	-9%[20 µM]	i	-13%
O=C(Nc1ccnn1C1CCN(C2CCC2)CC1)c1ccccc1	-0.1%	8%	-3.0%	0.0%	-8%	0.6	-33%	-12%	i	-8%
COC(=O)c1cc(S(=O)(=O)N(Cc2ccccc2)C(C)(C)C)c[nH]1	-0.1%	-11%	1.0%	-0.9%	-12%	x	7%	-24%	x	9%
CCOC(=O)c1nnn(-c2nonc2N)c1CSc1ccccc1	0.2%	12%	-5.3%	1.9%	17%	0.8	-1%	-1%	i	-6%
CC(C)(C)SC(=O)CC1NS(=O)(=O)OCC1NC(=O)OCC(Cl)(Cl)Cl (stereo unspecified)	-0.1%	4%	-1.7%	1.7%	9%	1.9	-15%	-26%[20 µM]	i	6%
C=CCn1c(CCCNC(=O)CCC)nc2ccccc21	-0.4%	8%	-6.2%	-2.9%	7%	1.1	3%	-12%	i	12%

# Source: PubChem (several laboratories)

# An excerpt, so the mix of outcomes need not match the whole.
